Source: PubChem BioAssay
IAP activation: activators of mouse IAP, confirmation, biochemical, luminescence, single concentration (AID 434970); intestinal alkaline phosphatase [Mus musculus]; purified mouse IAP, CDP-Star luminescence, 30 min; hits give low values; activity change, negative = activation, % at 10 µM; actives 2.9% (n = 11,000); in the data active = activity change below about -85%;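 also: percent relative to enzyme plus DMSO wells and wells without enzyme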
IAP activation Fold change: further read-out of IAP activation, marked with its call; activation factor; measured here: IAP activation factor; hits give high values;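 fold luminescence change scaled to plate control wells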
* marks the source's active call; other numbers are inactive results. These rows are one share of the data; the hit share may differ from the screen's.

SMILES	IAP activation	IAP activation Fold change
CN(C)C(=O)CCc1ccc2c3c([nH]c2c1)[C@]1(CCc2ccccc2)[C@@H](C(=O)N2CCCCC2)C[C@H](CC(=O)NC(C)(C)C)C(=O)N1CC3	-11	1.1
CN1CCN(c2ccc(Cl)cc2NC(=O)C2COc3ccccc3O2)CC1 (configuration not stated)	6	0.94
CSc1cccc(NC(=O)Nc2nc3c(C)cccc3s2)c1	-45	1.5
CCN(CC)c1ncnc2ccc(Br)cc12	-2	1
CCOC(=O)c1cnc2ccc(C)cc2c1Nc1ccc(N2CCOCC2)cc1	2	0.98
O=C(CSCc1ccc(Cl)cc1)NCC1CCCO1 (configuration not stated)	4	0.96
COc1ccc(C2C(C(=O)Nc3ccccc3)=C(C)N=C3SCC(=O)N32)cc1 (configuration not stated)	16	0.84
O=C(CC(c1ccccc1)c1cc(Br)ccc1O)NCCN1CCOCC1 (configuration not stated)	0	1
Cn1c(-c2ccco2)nc2cc3ccccc3cc21	-9	1.1
O=C(CCNS(=O)(=O)c1cccc2nsnc12)NC1CCCc2ccccc21 (configuration not stated)	-6	1.1
COc1ccc(-c2cccc(-c3cc(=O)oc4ccc(C(C)(C)C)cc34)c2)cc1	0	1
COc1ccc(Cn2c(-c3ccco3)nc3oc4cc(OC)ccc4c(=O)c3c2=O)cc1	12	0.88
Cc1ccc(C(C(=O)NC2CCCC2)N(C(=O)CCC(=O)Nc2cc(C)on2)c2ccccc2)cc1 (configuration not stated)	5	0.95
Nc1c(C(=O)C2CC2)sc2nc(-c3ccccc3)cc(C(F)(F)F)c12	7	0.93
CC(C)Cn1c(N)c(C(=O)COC(=O)C2=COCCO2)c(=O)n(C)c1=O	2	0.98
COc1ccc(C(O)C(CN2CCOCC2)c2ccccc2)cc1F (configuration not stated)	15	0.85
N#C/C(Cn1c[n+](NC(=O)Nc2ccccc2)cn1)=N/O	4	0.96
Cc1sc2nc(SCC(=O)Nc3cccc(S(N)(=O)=O)c3)[nH]c(=O)c2c1C	62	0.38
CCn1c(NCc2ccccc2NS(=O)(=O)c2ccc(C)cc2)nc2ccccc21	-18	1.2
O=C(Cn1cnc2c(oc3ccccc32)c1=O)N1CCCc2ccccc21	-2	1
CN(c1ccccc1C(=O)NCc1ccco1)S(C)(=O)=O	4	0.96
CC(=O)Nc1nc(C)c(C(C)=O)s1	-5	1
COc1ccc(-c2noc(-c3ccc4c(c3)OCO4)n2)cc1	15	0.85
Cc1nnc(SCc2ccc(CC(=O)O)cc2)o1	-2	1
CC(=O)Nc1c(Br)cc(N2C(=O)CCC2=O)cc1Br	1	0.99

2 compounds picked at random from the list so far:
SMILES	IAP activation	IAP activation Fold change
O=C(Cn1cnc2c(oc3ccccc32)c1=O)N1CCCc2ccccc21	-2	1
CCn1c(NCc2ccccc2NS(=O)(=O)c2ccc(C)cc2)nc2ccccc21	-18	1.2

The list goes on:
SMILES	IAP activation	IAP activation Fold change
Cc1ccc(CN(C(=O)c2csnn2)C(C(=O)NC2CCCC2)c2ccc(C)o2)cc1 (configuration not stated)	9	0.91
Cc1ccc([N+](=O)[O-])cc1-c1ccc2cccc(C)c2n1	11	0.89
CCN(CC)CCN1C(=O)C(=O)/C(=C(/O)c2ccc(OC)c(OC)c2)C1c1ccccn1 (configuration not stated)	7	0.93
CN1CCN(NC(=O)Nc2cc(Cl)cc(Cl)c2)CC1	-120*	2.2*
CCC1C(=O)C[C@H]2CCN3C(=O)CCCC1C23 (some centres not stated)	1	0.99
O=C(Cc1cccs1)Nc1nncs1	12	0.88
COc1cc(C2CC(=O)Oc3cc(OC)c(OC)c(OC)c32)cc(OC)c1OC (configuration not stated)	2	0.98
O=C1CCCc2c1cc(C(=O)Nc1ccc(Cl)cn1)c(=O)n2-c1ccccc1	10	0.9
CCO[C@@H]1OC(C(N)=O)=C[C@H](C2CCCCC2)[C@H]1CCCO	-6	1.1
O=C(Cn1ncc2c3ccccc3n(Cc3ccccc3)c2c1=O)N1CCN(c2ncccn2)CC1	-6	1.1
CCOc1ccccc1CNC(=O)CCNS(=O)(=O)c1ccc2[nH]c(=O)oc2c1	77	0.23
Cc1cc(C)n(-c2ccc(C(=O)OCC(=O)Nc3ccc(S(=O)(=O)N4CCOCC4)cc3)cc2)n1	4	0.96
CC1CCN(C(c2cccs2)c2nnnn2Cc2ccccc2)CC1 (configuration not stated)	2	0.98
O=C(CCc1ccccc1)N[C@@H]1c2ccccc2CC[C@@H]1OCc1ccccc1	-3	1
CCOc1ccc(N2C(=O)CC(n3ccc(C)n3)C2=O)cc1 (configuration not stated)	-11	1.1
C[C@@H](C(=O)Nc1ccc2ccccc2c1)[C@@H]1C[C@@]1(C)[C@@H](NC(=O)c1ccccc1)c1ccccc1	-57	1.6
Cn1c(=O)c2c(ncn2CC(=O)NC[C@H]2O[C@@H](n3cnc4c(N)ncnc43)[C@H](O)[C@@H]2O)n(C)c1=O	8	0.92
O=C(CSc1nnc(-c2ccc3c(c2)OCO3)o1)Nc1c(F)cccc1F	19	0.81
O=C(CCN1CCN(C/C=C/c2ccccc2)CC1)Nc1ccccc1	-8	1.1
CC(Sc1nc2ccccc2s1)C(=O)N1CCOCC1 (configuration not stated)	1	0.99
O=C(COc1ccc(Cl)cc1Cl)NCCCn1ccnc1	2	0.98
CCC(NC(=S)NCc1ccc(F)cc1)c1ccc(C(C)C)cc1 (configuration not stated)	-38	1.4
CCCc1c(O)nc(SC2CC(=O)N(c3cc(OC)ccc3OC)C2=O)[nH]c1=O (configuration not stated)	-1	1
CCOC(=O)C1(CC)NC(c2cccc(F)c2)C2C(=O)N(CC)C(=O)C21 (configuration not stated)	5	0.95
CCCCNc1nc(=S)[nH]c2cc(OC)c(OC)cc12	5	0.95
The list continues:
SMILES	IAP activation	IAP activation Fold change
CCCn1nc(C(=O)N2CC(=O)Nc3ccccc32)c2ccccc2c1=O	-6	1.1
COC(=O)c1[nH]c2ccc(Br)cc2c1NC(=O)CN1CCN(C2CCCCC2)CC1	6	0.94
Cc1cc(C)nc(SCCn2c(N3CCCCC3)nc3c2c(=O)n(C)c(=O)n3C)n1	-6	1.1
COc1cc(NC(=O)C2CCN(S(=O)(=O)c3ccc(Cl)cc3)CC2)ccc1-n1cnnn1	-60	1.6
S=C(NCCCc1ccccc1)Nc1ccc(Br)cc1	-72	1.7
O=C(CSC1=NCCS1)Nc1nc(-c2ccccc2)cs1	2	0.98
CCOc1ccc(NC(=O)Nc2cc(C)ccc2OC)cc1	-16	1.2
O=C(O)COc1ccc(-c2nccc(-c3cccs3)n2)cc1	5	0.95
COc1cc(-c2nnc(SCC(=O)c3cc(C)n(CC4CCCO4)c3C)o2)cc(OC)c1OC (configuration not stated)	20	0.8
COc1ccccc1OCCC(=O)OCC(=O)NCc1ccccc1	5	0.95
CNc1oc(C)nc1S(=O)(=O)c1ccc(C)cc1	-4	1
NCCCN1CCOCC1	12	0.88
COc1cc(OC)cc(C(=O)N[C@H](C(=O)Nc2ccccc2N2CCOCC2)C(C)C)c1	-6	1.1
CC(C)CC(=O)NC(NC(=S)Nc1sc2c(c1C#N)CCCC2)C(Cl)(Cl)Cl (configuration not stated)	41	0.59
N#CCN1CCN(CC(=O)Nc2ccc(OCc3ccccc3)cc2)CC1	3	0.97
Cc1cccc(C2=NN(c3ccc(Br)cc3)[C@@H](C(=O)N3CCOC3=O)[C@@H]2C)c1	3	0.97
CCn1nnnc1-c1ccc(OC)c(S(=O)(=O)NCc2ccccc2)c1	4	0.96
COc1cc(NC(=O)Cn2cnc(C(=O)Nc3ccc(C)c(C)c3)n2)cc(OC)c1OC	0	1
COC(=O)C(C(=O)OC)C(C[N+](=O)[O-])c1ccc(OC)cc1 (configuration not stated)	-8	1.1
O=C(NC1CCCC1)C(c1ccncc1)N(CC1CCCO1)C(=O)Cn1nnc(-c2cccs2)n1 (configuration not stated)	-10	1.1
COc1ccc(S(=O)(=O)Nc2ccc(Oc3ncccn3)c(Cl)c2)cc1	6	0.94
COc1ccccc1CNC(=O)CCNS(=O)(=O)c1ccc2[nH]c(=O)oc2c1	75	0.25
Cc1ccc(CCNC(=O)c2nnn(-c3cc(C)cc(C)c3)c2N)cc1	-9	1.1
Cc1ccc(-c2noc(CSc3ccccc3)n2)cc1	10	0.9
O=[N+]([O-])c1ccc(Cl)c(/C=N/Nc2nc(N3CCOCC3)nc(N3CCOCC3)n2)c1	2	0.98

One compound at a time, from the list above.
Results for `CCC1C(=O)C[C@H]2CCN3C(=O)CCCC1C23` (some centres not stated) → IAP activation = 1; IAP activation Fold change = 0.99
Results for `CCOc1ccccc1CNC(=O)CCNS(=O)(=O)c1ccc2[nH]c(=O)oc2c1` → IAP activation = 77; IAP activation Fold change = 0.23
Results for `Nc1c(C(=O)C2CC2)sc2nc(-c3ccccc3)cc(C(F)(F)F)c12` → IAP activation = 7; IAP activation Fold change = 0.93

Next section
SMILES	IAP activation	IAP activation Fold change
O=C(Nc1cccc(Cl)c1)Nc1cc(S(=O)(=O)N2CCCCC2)ccc1Cl	-108*	2.1*
O=C1[C@H]2CCC=C[C@H]2[C@H](c2cccc(Br)c2)N1Cc1ccccc1	2	0.98
Cc1ccc(NC(=O)c2ccc(NCCCN3CCOCC3)c([N+](=O)[O-])c2)cc1Cl	5	0.95
Cc1ccc(/C(O)=C2/C(=O)C(=O)N(Cc3cccnc3)C2c2ccccn2)cc1 (configuration not stated)	-5	1.1
CC[C@]12c3[nH]c4ccc(Cl)cc4c3CCN1C(=O)[C@@H](CC(=O)NCc1cccc(C(F)(F)F)c1)C[C@@H]2C(=O)N1CCN(C(=O)c2ccco2)CC1	-3	1
COc1ccc(/C=C2\SC(=O)N(CCNC(=O)Cc3coc4cc(OC)ccc34)C2=O)cc1	6	0.94
C#CC[N+]1(CC#Cc2ccc(C#CC[N+]3(CC#C)CCOCC3)cc2)CCOCC1	6	0.94
COc1ccccc1C(c1nnnn1CC1CCCO1)N1CCC(C(N)=O)CC1 (configuration not stated)	5	0.95
CCOC(=O)c1c(C)[nH]c(C(=O)COC(=O)c2ccc(N3CCCC3=O)cc2)c1C	2	0.98
COCCN(C(=O)C(F)(F)F)C(C(=O)NC1CCCCC1)c1ccco1 (configuration not stated)	2	0.98
O=C(N/N=C/c1ccco1)c1cccc(S(=O)(=O)Nc2ccccc2Cl)c1	61	0.39
Nc1ncnc2oc(-c3ccco3)c(-c3ccco3)c12	75	0.25

Ordered by length of the SMILES (ascending): some entries from above.
SMILES	IAP activation	IAP activation Fold change
COCCN(C(=O)C(F)(F)F)C(C(=O)NC1CCCCC1)c1ccco1 (configuration not stated)	2	0.98
O=C1[C@H]2CCC=C[C@H]2[C@H](c2cccc(Br)c2)N1Cc1ccccc1	2	0.98
C#CC[N+]1(CC#Cc2ccc(C#CC[N+]3(CC#C)CCOCC3)cc2)CCOCC1	6	0.94
Cc1ccc(NC(=O)c2ccc(NCCCN3CCOCC3)c([N+](=O)[O-])c2)cc1Cl	5	0.95

Some of the entries above in a different format:
> O=C(Nc1cccc(Cl)c1)Nc1cc(S(=O)(=O)N2CCCCC2)ccc1Cl
  IAP activation = -108*	IAP activation Fold change = 2.1*
> O=C1[C@H]2CCC=C[C@H]2[C@H](c2cccc(Br)c2)N1Cc1ccccc1
  IAP activation = 2	IAP activation Fold change = 0.98
> Cc1ccc(NC(=O)c2ccc(NCCCN3CCOCC3)c([N+](=O)[O-])c2)cc1Cl
  IAP activation = 5	IAP activation Fold change = 0.95
